# Bioassay records deposited in PubChem by The Scripps Research Institute Molecular Screening Center.
# LYPLA2 inh: blocks human lysophospholipase 2, a PME1 counter-screen; O95372; recombinant LYPLA2, FP-Rh probe fluorescence polarization; inhibition, % at 5.9 µM; hit rate 0.38% among 320,000;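 active = inhibition above the screen-wide mean plus 3 SD, limit set per campaign, cut at about 26% in these data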;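 also: 0% = LYPLA2 with DMSO and 100% = wells lacking LYPLA2 enzyme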
# pPAFAH FP inh: inhibitors of human plasma PAF acetylhydrolase (pPAFAH) | Q13093 | recombinant pPAFAH, FP-rhodamine probe fluorescence polarization | inhibition, % at 3.39 µM | hit rate 1.5% among 330,000 | AID 463082;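 active = inhibition above the mean inhibition across the screen plus 3 SD, cut at about 25% in these data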;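 also: inhibitors block binding of the rhodamine activity-based probe so polarization drops; 0% = enzyme with DMSO and 100% = wells lacking pPAFAH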
# PREPL inhibitor: inhibits the human prolyl oligopeptidase-like enzyme; recombinant PREPL, fluorescence polarization activity-based probe; inhibition, % at 5.96 µM; hit rate 0.68% among 320,000; AID 2751; in the data active = inhibition above about 43%;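 also: 0% = enzyme with DMSO and 100% = wells lacking enzyme; many of its hits are not listed in these tables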
# GSTO1 inh: blocks human GSTO1 in RBBP9 counter-screen. hit rate 1.1% among 300,000. inhibition, % at 5.96 µM. recombinant GSTO1, activity-based probe fluorescence polarization. AID 1974. P78417;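 active = inhibition above the campaign mean inhibition plus 3 SD, cut at about 35% in these data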;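 also: 0% = GSTO1-1 with DMSO and 100% = wells lacking GSTO1-1 enzyme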
# PAFAH2 inh: PAFAH2 (human) inhibition. recombinant PAFAH2, FP-rhodamine activity probe, fluorescence polarization. inhibition, % at 3.39 µM. AID 492956. hit rate 0.99% among 340,000. Q99487;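 active = inhibition above the mean over all tested compounds plus 3 SD, cut at about 30% in these data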;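 also: inhibitors block probe labeling of enzyme so polarization drops; 0% = enzyme with DMSO and 100% = wells lacking PAFAH2 protein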
# PAFAH1B2 FP inh: PAFAH1B2 (human) inhibition. P68402. recombinant PAFAH1B2, FP-rhodamine activity probe, fluorescence polarization. inhibition, % at 3.39 µM. hit rate 1.2% among 340,000. AID 492953;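 active = inhibition above the mean of all tested compounds plus 3 SD, cut at about 24% in these data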;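 also: 0% = enzyme with DMSO and 100% = wells lacking PAFAH1B2; many of its hits are not listed in these tables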
# Target sequence (P68402 whole entry, looked up): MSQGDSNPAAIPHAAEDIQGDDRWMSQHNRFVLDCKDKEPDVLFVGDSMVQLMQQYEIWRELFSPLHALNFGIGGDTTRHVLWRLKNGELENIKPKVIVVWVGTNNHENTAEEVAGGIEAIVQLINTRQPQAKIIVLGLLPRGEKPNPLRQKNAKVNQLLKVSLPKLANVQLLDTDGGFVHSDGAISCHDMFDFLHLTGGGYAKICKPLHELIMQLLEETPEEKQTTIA
# LYPLA1 counter: blocks human lysophospholipase 1, a PME1 counter-screen | recombinant LYPLA1, FP-Rh probe fluorescence polarization | hit rate 0.16% among 320,000 | inhibition, % at 5.9 µM;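 active = inhibition above the mean of all tested compounds plus 3 SD, set per campaign, cut at about 14% in these data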;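 also: inhibitors block serine hydrolase probe labeling of LYPLA1 so polarization falls; 0% = enzyme with DMSO and 100% = wells lacking LYPLA1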
# PAD4 FP inh: PAD4 (human) enzyme inhibition. Q9UM07. recombinant PAD4, RCA probe fluorescence polarization. hit rate 0.41% among 330,000. inhibition, % at 6.36 µM;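 active = percent inhibition above a cutoff equal to the mean of all tested compounds plus 3 SD, cut at about 15% in these data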;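 also: 0% = PAD4 with RCA probe and DMSO and 100% = probe without PAD4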
# Target sequence (Q9UM07 whole entry, looked up): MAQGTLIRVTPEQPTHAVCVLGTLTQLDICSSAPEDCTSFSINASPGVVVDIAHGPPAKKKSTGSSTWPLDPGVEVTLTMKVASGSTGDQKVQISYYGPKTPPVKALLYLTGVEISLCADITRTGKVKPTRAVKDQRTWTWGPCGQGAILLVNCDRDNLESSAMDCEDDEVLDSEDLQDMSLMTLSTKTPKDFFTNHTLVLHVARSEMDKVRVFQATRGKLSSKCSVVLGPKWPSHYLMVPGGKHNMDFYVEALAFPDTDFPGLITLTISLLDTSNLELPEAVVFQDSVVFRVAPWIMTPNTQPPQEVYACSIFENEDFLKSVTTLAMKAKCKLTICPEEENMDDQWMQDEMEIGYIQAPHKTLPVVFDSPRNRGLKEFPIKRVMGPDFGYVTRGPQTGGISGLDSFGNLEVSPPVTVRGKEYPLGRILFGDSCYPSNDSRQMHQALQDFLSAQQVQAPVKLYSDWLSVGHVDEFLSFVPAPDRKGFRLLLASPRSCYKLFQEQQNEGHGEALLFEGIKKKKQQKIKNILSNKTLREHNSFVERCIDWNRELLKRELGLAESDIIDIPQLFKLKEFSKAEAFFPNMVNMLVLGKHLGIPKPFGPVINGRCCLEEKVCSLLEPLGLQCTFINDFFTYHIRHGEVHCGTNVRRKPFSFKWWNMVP
# PAFAH1B3 FP inh: blocks human PAF acetylhydrolase 1B catalytic subunit 3. recombinant PAFAH1B3, FP-rhodamine probe, fluorescence polarization. inhibition, % at 3.39 µM. hit rate 0.28% among 340,000;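 active = inhibition above the screen-wide average of all tested compounds plus 3 SD, cut at about 25% in these data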;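 also: 0% = enzyme with DMSO only and 100% = wells lacking PAFAH1B3 protein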
# * marks the source's active call; other numbers are inactive results; / = not tested or not shown.
Molecule | PREPL inhibitor | GSTO1 inh | LYPLA1 counter | PAFAH1B3 FP inh | LYPLA2 inh | PAFAH2 inh | PAFAH1B2 FP inh | pPAFAH FP inh | PAD4 FP inh
Cn1cncc1C#Cc1ccc2cc(C(C)(C)O)oc(=O)c2c1 | 2 | / | -1 | -2 | 5 | -7 | -3 | 0 | -4
NC(=O)CSc1nnc2n(-c3ccccc3)c(=O)c3c4c(sc3n12)CCCCC4 | 25 | -4 | -1 | 15 | -4 | 4 | 5 | 1 | 1
COc1ccc(CC(=O)NC2CCCc3ccccc32)cc1 (centres undefined) | 12 | 1 | 1 | 7 | -2 | -4 | 5 | -1 | -2
Cc1noc(C)c1NC(=O)Nc1ccc2c(c1)C(=O)N([C@H](C)CO)C[C@H](C)[C@@H](CN(C)C(=O)Nc1c(C)noc1C)O2 | 19 | / | / | 2 | / | -6 | 1 | -2 | -1
O=C(CCNc1cccc(Cl)c1)c1ccco1 | 18 | -5 | -4 | 5 | -1 | 3 | 4 | -6 | -5
Cc1sc2nc[nH]c(=S)c2c1-c1ccccc1 | 6 | 11 | -1 | 6 | 3 | 7 | 3 | 0 | -2
COc1cccc2cc(C(=O)Nc3cc(C)cc(C)c3)/c(=N/NS(=O)(=O)c3ccccc3)oc12 | -2 | -7 | -2 | 6 | 3 | -2 | -2 | 0 | 4
Cc1ccc(C)c(NC(=O)c2sc(Cl)nc2-c2ccccc2)c1 | -10 | 11 | 0 | -5 | 17 | -6 | -1 | 1 | 1
Cc1nc(N2CCCCC2)sc1C(=O)c1ccc(Cl)c([N+](=O)[O-])c1 | 15 | 0 | -2 | / | 1 | / | / | 8 | -1
CCOC(=O)c1ccc(NC(=O)Cn2nc(C)c3ccccc3c2=O)cc1 | -9 | 3 | 0 | -1 | 2 | 1 | 0 | -3 | -2
CCc1nonc1NC(=O)c1oc2ccc(F)cc2c1C | -4 | -1 | -1 | 7 | 1 | -4 | -2 | 6 | 1
Cc1ccsc1/C=N/NC(=O)c1cccnc1 | -9 | 4 | 1 | -2 | 1 | -4 | 5 | 2 | 5
CCOC(=O)C1CCCN(C(=O)c2cccc(NC(=O)C(CC)CC)c2)C1 (centres undefined) | -5 | 4 | 0 | 1 | 7 | -3 | 1 | 5 | -1
COc1ccc([C@@H]2COc3c(ccc4c3C=CC(C)(C)O4)C2)c(OC)c1 | 3 | 4 | -2 | -10 | 10 | 0 | -4 | 6 | -3
CC(C)N(CC(N)=O)C(=O)Cc1coc2cc3c(cc12)CCC3 | 0 | 0 | 2 | 6 | 3 | 1 | -3 | 8 | 2

# 2 consecutive compounds out of the list so far, quoted:
Molecule | PREPL inhibitor | GSTO1 inh | LYPLA1 counter | PAFAH1B3 FP inh | LYPLA2 inh | PAFAH2 inh | PAFAH1B2 FP inh | pPAFAH FP inh | PAD4 FP inh
COc1cccc2cc(C(=O)Nc3cc(C)cc(C)c3)/c(=N/NS(=O)(=O)c3ccccc3)oc12 | -2 | -7 | -2 | 6 | 3 | -2 | -2 | 0 | 4
Cc1ccc(C)c(NC(=O)c2sc(Cl)nc2-c2ccccc2)c1 | -10 | 11 | 0 | -5 | 17 | -6 | -1 | 1 | 1

# Exported with each value named: entries from further up.
Molecule: Cc1sc2nc[nH]c(=S)c2c1-c1ccccc1
  PREPL inhibitor: 6; GSTO1 inh: 11; LYPLA1 counter: -1; PAFAH1B3 FP inh: 6; LYPLA2 inh: 3; PAFAH2 inh: 7; PAFAH1B2 FP inh: 3; pPAFAH FP inh: 0; PAD4 FP inh: -2

Molecule: COc1cccc2cc(C(=O)Nc3cc(C)cc(C)c3)/c(=N/NS(=O)(=O)c3ccccc3)oc12
  PREPL inhibitor: -2; GSTO1 inh: -7; LYPLA1 counter: -2; PAFAH1B3 FP inh: 6; LYPLA2 inh: 3; PAFAH2 inh: -2; PAFAH1B2 FP inh: -2; pPAFAH FP inh: 0; PAD4 FP inh: 4

Molecule: Cc1ccc(C)c(NC(=O)c2sc(Cl)nc2-c2ccccc2)c1
  PREPL inhibitor: -10; GSTO1 inh: 11; LYPLA1 counter: 0; PAFAH1B3 FP inh: -5; LYPLA2 inh: 17; PAFAH2 inh: -6; PAFAH1B2 FP inh: -1; pPAFAH FP inh: 1; PAD4 FP inh: 1

# (next part)
Molecule | PREPL inhibitor | GSTO1 inh | LYPLA1 counter | PAFAH1B3 FP inh | LYPLA2 inh | PAFAH2 inh | PAFAH1B2 FP inh | pPAFAH FP inh | PAD4 FP inh
Cc1nc(N2CCN(c3ccccn3)CC2)c2c(C)c(C(=O)Nc3ccc(F)cc3)sc2n1 | 6 | -4 | -9 | -5 | -16 | -6 | 2 | -2 | 0
COC(=O)C1=C(C(=O)OC)[C@@H]2Nc3ccccc3[C@@]23C[C@@H](C(=O)OC)N(C(=O)c2ccco2)C3=N1 | -3 | 1 | -2 | 6 | -1 | 3 | -2 | 3 | -1
COCC1=C(C(=O)OC)C(c2ccco2)n2ncnc2N1 (centres undefined) | 8 | 8 | 0 | / | -3 | / | / | -9 | 2
O=C(COc1ccccc1)Nc1nn[nH]n1 | -1 | 0 | 0 | 5 | 1 | -4 | 2 | 7 | -6
Cc1cc(C)c(NC(=S)NCC2CCN(C(C)c3ccccc3)C2)c(C)c1 (centres undefined) | 10 | 3 | 1 | 4 | -4 | 5 | 4 | -2 | 1
O=C(CC1SC(=NCC2CCCO2)NC1=O)Nc1cc([N+](=O)[O-])ccc1Cl (centres undefined) | 8 | 1 | -2 | 3 | 3 | -5 | 2 | 1 | -4
NC(=O)c1ccc(N2CCN(c3ccccc3O)CC2)c([N+](=O)[O-])c1 | 20 | 19 | -1 | 7 | 9 | 7 | -1 | 1 | -1
CCOC(=O)NNC(=S)Nc1c(C)n(C)n(-c2ccccc2)c1=O | -5 | 13 | 0 | 12 | 3 | 5 | 1 | 7 | -3
O=C(Nc1ccc(Cl)cc1)N1CCC(c2nc(-c3ccccc3Cl)no2)CC1 | -14 | -15 | -13 | 8 | -25 | -4 | 1 | -3 | -1
Nc1ccc(S(=O)(=O)c2cccc(N)c2)cc1 | 13 | 7 | -3 | 8 | -1 | -3 | 7 | 2 | 0
Nc1nc(SCC(=O)NCc2ccccc2Cl)[nH]c(=O)c1NC(=O)c1ccccc1F | 8 | -6 | -1 | 8 | 0 | -2 | 4 | -2 | 0
Cc1cc(C)cc(NC(=O)Nc2ccc3c(c2)N(C)C(=O)CS3)c1 | 6 | 0 | -9 | 7 | 0 | -10 | -4 | 13 | -3
Cc1ccc(NC(=O)c2cccc(NC3=NC4CS(=O)(=O)CC4S3)c2)cc1C (centres undefined) | 3 | 3 | -5 | 1 | -4 | 6 | 0 | 5 | -3
CCNCc1ccc(OCc2cccs2)c(OCC)c1 | -4 | 8 | -1 | 2 | 7 | 2 | -5 | 5 | -5
COC(=O)c1cccc(S(=O)(=O)N2CCC(n3nnc4cc(F)ccc43)CC2)c1 | -95 | 6 | -2 | 1 | 1 | 7 | 6 | 8 | -1
O=C(O)CCCNc1ccc(S(=O)(=O)N2CCCCC2)cc1 | 6 | 4 | 1 | 3 | 3 | 0 | 6 | -3 | -5
Cc1cccc(-c2noc(CCC(=O)NCc3ccco3)n2)c1 | 10 | 0 | -1 | 9 | 8 | -7 | 5 | 1 | 0
CN(C)C(=S)SCC(=O)Nc1ccc(Cl)cc1Cl | -13 | 0 | 0 | 9 | -2 | 5 | 8 | -3 | -6
CCC(Oc1ccccc1)C(=O)NC1C(=O)N2C1SC(C)(C)C2C(=O)O (centres undefined) | 8 | 1 | 0 | -1 | 10 | -4 | 6 | 7 | 3
COCC(=O)N[C@@H]1c2ccccc2CC[C@@H]1OCc1ccccc1 | / | / | / | 7 | / | -3 | 5 | 4 | 3
CCC(=O)c1ccc(OCC(=O)OCC(=O)N2CCc3ccccc32)cc1 | 6 | 9 | 2 | 7 | 2 | -3 | 5 | 10 | 1
O=C(COC(=O)c1ccc(F)c(S(=O)(=O)N2CCOCC2)c1)c1ccccc1 | 16 | / | / | 11 | / | 22 | 2 | 1 | 1
Cc1ccc(N2NC(=O)/C(=C/C=C/c3ccco3)C2=O)cc1C | 7 | 16 | -3 | 4 | -5 | 9 | 5 | 21 | -4
COCCNC(=O)c1cc(Sc2nnc(C)s2)nc2ccccc12 | 6 | -4 | 3 | / | 3 | / | / | 3 | -3
COc1ccc(C(=O)OCC(=O)NCCCc2ccccc2)cc1[N+](=O)[O-] | 3 | 2 | 1 | 4 | 6 | 30* | 13 | 6 | 1
CCC(=O)N1c2ccccc2NC2=C(C(=O)CC(C)(C)C2)C1c1ccc(O)c(OC)c1 (centres undefined) | 5 | 3 | -1 | 5 | -5 | -7 | 2 | -1 | -1
CCC1=C(OC(=O)N(CC)CC)N2C(=O)OC(=NCCOC)[C@]2(Cc2ccccc2)[C@H]2C1=CC[C@H]1C(=O)NC(=O)[C@H]12 | -1 | -1 | -1 | 5 | -1 | 0 | 6 | 1 | 2
CCN(CC)P(=O)(c1ccccc1)c1c(C)nc2ccccn12 (centres undefined) | 6 | 1 | 0 | 8 | 8 | 11 | 9 | 0 | 5
COC(=O)c1ccc(CSc2nnc(N)s2)o1 | 0 | 6 | 0 | 11 | 0 | 6 | 3 | 0 | 3
O=C(Nc1ccc2c(c1)OCO2)c1ccncc1 | 15 | -1 | -1 | 3 | 0 | 4 | 3 | 2 | 2

# Looked up above.
# Value for Cc1nc(N2CCCCC2)sc1C(=O)c1ccc(Cl)c([N+](=O)[O-])c1 in pPAFAH FP inh: 8
# Value for Cn1cncc1C#Cc1ccc2cc(C(C)(C)O)oc(=O)c2c1 in LYPLA1 counter: -1
# Value for O=C(COC(=O)c1ccc(F)c(S(=O)(=O)N2CCOCC2)c1)c1ccccc1 in PAD4 FP inh: 1

# Records listed above printed as active in PAFAH2 inh.
SMILES | PREPL inhibitor | PAFAH1B3 FP inh | PAFAH2 inh | PAFAH1B2 FP inh | pPAFAH FP inh | PAD4 FP inh
COc1ccc(C(=O)OCC(=O)NCCCc2ccccc2)cc1[N+](=O)[O-] | 3 | 4 | 30* | 13 | 6 | 1

# Additional results.
Molecule | PREPL inhibitor | GSTO1 inh | LYPLA1 counter | PAFAH1B3 FP inh | LYPLA2 inh | PAFAH2 inh | PAFAH1B2 FP inh | pPAFAH FP inh | PAD4 FP inh
Brc1ccc(C2=CC(c3ccco3)n3nnnc3N2)cc1 (centres undefined) | -61 | -5 | -2 | -3 | -6 | -4 | 0 | 4 | -4
Cc1ccc(C(C[N+](=O)[O-])c2c(C)cc3ccccn23)cc1 (centres undefined) | 19 | 8 | 0 | 4 | 10 | 2 | 9 | 11 | -3
Cc1noc(C)c1C(=O)NCCCc1ccccc1 | 2 | 1 | -2 | 4 | -3 | 0 | 3 | -2 | -2
COc1ccc(NC(=O)CSCC(=O)OCc2cccc(OC)c2OC)cc1 | -13 | -1 | -3 | 3 | -7 | -2 | -2 | 3 | -2
O=C(NCc1ccccc1Br)c1cccc2c1C(=O)c1ccc(N3CCC(Cc4ccccc4)CC3)cc1S2(=O)=O | 5 | / | / | -6 | / | -2 | -1 | 0 | -1
Cc1nn(Cc2ccccc2Cl)c(C)c1C(=O)N(C)CC(=O)Nc1cccc(F)c1 | 5 | / | -1 | 6 | 2 | -1 | 5 | 4 | 2
CC1CC(C)CN(C(=O)COC(=O)C2CCN(S(=O)(=O)c3c(Cl)cccc3Cl)CC2)C1 (centres undefined) | 4 | 2 | 0 | 2 | 5 | 4 | -1 | 4 | -3

# Only part of the results is shown; the hit share may differ from the screen's.
